High-throughput results: PubChem BioAssay, several laboratories
AI-2 QS modul = modulators of Vibrio harveyi AI-2 quorum sensing system. Vibrio harveyi JMH597 AI-2 luminescence/OD600 ratio, 9 h; stronger effect = lower value; strain lacks LuxN and CqsS sensors; 0 = neutral-control median. activity change, % at 7.5 µM. 300,000 compounds, 0.4% hits; in the data active = activity change below about -75%, passing the limit was not always enough; inconclusive = no clear call, values can overlap the other calls;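 also: luminescence divided by OD600 gain over 9 h not by final OD600 alone; inactives centre near 13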
aSyn UTR inh = 5' untranslated region of α-synuclein, MLPCN primary screen; alpha-synuclein 5'UTR reporter, inhibitor activity; inhibition, % (tested at 7.5 µM); 300,000 compounds, 0.82% hits; AID 1813; in the data active = inhibition above about 60%; inconclusive = no clear call, values can overlap the other calls;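 also: H4 neuroglioblastoma cells stably carrying SNCA 5'UTR luciferase fusion; 0% = DMSO wells and 100% = positive control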
IEC-6 tox = IEC-6 cytotoxicity, counter-screen for KLF5 inhibitors. luminescence viability. inhibition, % at 5 µM. 290,000 compounds, 0.78% hits; in the data active = inhibition above about 22%;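 also: 0% = plate median of test compound wells and 100% = cytotoxic reference compound wells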
KLF5 inhibitor = suppresses KLF5 promoter-driven expression | 290,000 compounds, 0.23% hits | DLD-1 KLF5 promoter-luciferase reporter, luminescence | AID 1700 | inhibition, % at 5 µM;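 active = inhibition above a per-plate limit of that plate's mean compound inhibition plus 3 SD, cut at about 60% in these data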;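 also: 0% = DMSO wells and 100% = LY294002 at 200 µM; higher means less KLF5 promoter-driven luciferase light; inactives centre near -14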
HSF-1 act = increases HSF-1 driven luciferase reporter signal; NIH3T3-HGL HSF-1 luciferase reporter, MG132, 8 h; 100% = twice DMSO control signal; activation, % at 9 µM; 300,000 compounds, 1.7% hits;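 active = mean replicate activation of at least 50% with a set share of replicates each reaching 50%; inconclusive = only one of those two conditions met; inactive = mean below 50% and too few replicates reaching it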;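 also: 0% = median of the neutral control wells and 100% = twice that signal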
HSF1 inh = HSF1 inhibition; 300,000 compounds, 0.77% hits; activity change, negative = inhibition, % at 7.5 µM (by protocol); NIH3T3-HGL HSE-luciferase, MG132-induced, luminescence 8 h; stronger effect = lower value;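 active = more than half of replicate wells show activity change below -50%, luminescence cut by over half; inconclusive = some wells, but at most half, below -50%; inactive = no replicate well below -50%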;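 also: luciferase reports HSF-1 transcriptional activity via heat shock element; 0% = median of DMSO wells and -100% = zero luminescence signal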
HDAC3 inhib = human HDAC3 inhibition | O15379 | 320,000 compounds, 0.15% hits | AID 2718 | inhibition, % at 8.3 µM | recombinant HDAC3, fluorogenic peptide/trypsin coupled, fluorescence; in the data active = inhibition above about 26%, passing the limit was not always enough; inconclusive = no clear call, values can overlap the other calls
Target sequence (O15379 whole entry, looked up): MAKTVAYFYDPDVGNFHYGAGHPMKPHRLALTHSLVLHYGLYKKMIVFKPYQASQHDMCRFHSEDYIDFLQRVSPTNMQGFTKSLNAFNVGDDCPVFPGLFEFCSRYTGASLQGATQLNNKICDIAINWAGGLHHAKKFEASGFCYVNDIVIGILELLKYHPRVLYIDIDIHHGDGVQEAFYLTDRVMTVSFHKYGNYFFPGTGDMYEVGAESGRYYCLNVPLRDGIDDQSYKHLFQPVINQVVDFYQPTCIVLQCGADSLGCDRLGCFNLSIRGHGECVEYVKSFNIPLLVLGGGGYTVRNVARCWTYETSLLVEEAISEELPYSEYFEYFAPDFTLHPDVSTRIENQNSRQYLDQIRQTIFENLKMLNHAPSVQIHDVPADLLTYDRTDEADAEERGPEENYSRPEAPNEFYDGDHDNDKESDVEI
Platelet DG rel = modulates dense granule release in human platelets | 300,000 compounds, 0.22% hits | inhibition, %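 (compounds screened at 7.5 µM in platelet-rich plasma)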 | human platelet-rich plasma, SFLLRN dense granule ATP release, luminescence;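 active = mean replicate score, as percent of positive control, at or above 50; inconclusive = mean below 50 but at least one replicate at or above 50; inactive = mean and every replicate below 50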
HIF activator = HIF pathway transcriptional activation; U2OS HRE-luciferase reporter, luminescence; normalized: DMSO 0%, desferrioxamine 100%; activation, % at 7.5 µM (by protocol); 300,000 compounds, 0.32% hits; AID 1910;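 active = mean activation of at least 10% of the iron chelator positive control signal, with at least half of replicates also reaching 10%; inconclusive = mean and replicate majority disagree about reaching 10%; inactive = mean and most replicates under 10%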
HSP90 refold inh = blocks HSP90-mediated luciferase refolding in reticulocyte lysate; 290,000 compounds, 0.91% hits; Rabbit reticulocyte lysate, luciferase refolding luminescence, 3 h; inhibition, % at 5.6 µM; AID 1789;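 active = inhibition above the screen-wide mean plus 3 SD, computed separately per campaign, cut at about 16% in these data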;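 also: 0% = DMSO wells and 100% = 60 µM geldanamycin wells; inhibitors lower the luminescence because luciferase stays unfolded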
* hit, by the source's call; ? = inconclusive; . = no result given.

No.	structure	AI-2 QS modul	aSyn UTR inh	IEC-6 tox	KLF5 inhibitor	HSF-1 act	HSF1 inh	HDAC3 inhib	Platelet DG rel	HIF activator	HSP90 refold inh
1	COc1cccc(CNCCSc2nnnn2C)c1OC	34	0	3	-13	-3	-1	-2	5	0.3	-2
2	Cc1cccc(C(=O)OCC(=O)Nc2ccc(F)cc2)c1	-26	4	-1	11	12	-3	0	0	1.7	-2
3	COCCn1c(SCC(=O)N2CCCc3ccccc32)nnc1-c1ccco1	28	3	-1	-10	-2	-4	4	1	-0.3	-1
4	c1ccc2[nH]c(-c3cscn3)nc2c1	16	-99	-3	-81	22	12	-6	1	2.6	4
5	CCC(C)NC(=O)c1cc(-c2ccccc2O)on1 (stereo not drawn)	-5	-83	-3	-55	4	6	9	?	2.7	-1
6	Cc1ccc(NS(=O)(=O)c2ccc3[nH]c(=O)[nH]c3c2)cc1	13	-6	8	11	-6	-4	-2	4	-0.9	5
7	COc1cccc(-c2nnc(SCC(=O)N3CCCc4ccccc43)o2)c1	31	2	0	-23	13	1	2	-7	-0.3	-2
8	O=C(CCn1cccc1)Nc1cc(F)ccc1F	0	-2	-2	-8	0	7	5	-6	-0.5	-6
9	C=CCN(C(=O)CSc1nc2c(sc3ccccc32)c(=O)n1CCN(CC)CC)c1ccccc1	22	-34	-5	-15	16	4	2	1	0.7	-3
10	Cc1ccccc1NC(=O)NCCN1C(=O)C2C3C=CC(C3)C2C1=O (stereo not drawn)	44	-23	-4	-54	-1	-7	-6	0	0.5	-1
11	CC(=O)c1ccc(N2CCN(C(=S)Nc3ccccc3C(F)(F)F)CC2)cc1	21	31	-3	-16	-38	-35	4	32	-4.8	4
12	CN1C(=O)c2ccccc2Sc2ccc(NC(=O)N3CCOCC3)cc21	-7	-5	0	5	-2	1	-8	-7	-0.7	-2
13	Cc1ccc(S(=O)(=O)Nc2nc3ccccc3nc2N2CCc3ccccc3C2)cc1	14	6	-2	-25	42	28	-5	-6	1.1	0
14	CCOc1ccccc1NC(=O)Cn1c(=O)c(OCC)nc2cnccc21	2	-23	1	-9	1	-6	-9	-18	-0.8	-6
15	CCOc1ccc(N(CC(=O)NC2CCCCCC2)S(=O)(=O)c2ccccc2)cc1	10	5	5	-28	-13	0	4	-5	0.5	1
16	O=C(/C=C/c1ccc2c(c1)OCO2)NCCCN1CCOCC1	18	-3	0	-7	-5	-8	0	-13	0.3	-2
17	CCCCOC(=O)c1ccc(NC(=O)COC(=O)C2CSC3(C)CCC(=O)N23)cc1 (stereo not drawn)	5	25	.	.	-18	2	4	-11	0.5	.
18	CCCc1cc(C(=O)N/N=C/c2ccc(C)o2)c2ccccc2n1	5	-42	7	-5	16	-2	6	5	1.9	-1
19	O=C(Nc1nc2ccccc2s1)C1CCCN1S(=O)(=O)c1ccc(Cl)cc1 (stereo not drawn)	24	-34	-6	-21	-6	3	4	3	0.1	2
20	CCOC(=O)c1sc(NC(=O)CC)nc1C	9	26	1	-7	14	-2	-3	-2	-0.2	-1
21	Cc1ccc(/C=N/NC(=O)C2CC(=O)N(c3ccccc3)C2)s1 (stereo not drawn)	5	-42	13	11	-9	0	23	-3	1.1	-7
22	COc1ccc(-n2nc(C(=O)NCC(=O)N3CCN(c4ccccn4)CC3)c3ccccc3c2=O)cc1OC	27	-7	-12	-2	-1	4	-15	2	1.9	4
23	Cc1ccc(NC(=O)C(Nc2ccccc2)c2ccccc2)cc1 (stereo not drawn)	11	-5	1	-18	2	4	-3	-19	-0.1	-2
24	Cc1c(C(=O)NCCCN2CCCC2=O)oc2ccccc12	0	0	4	-18	7	2	3	-32	0.0	-3
25	CCN(CC(=O)NCc1cccs1)S(=O)(=O)c1ccc(F)c(F)c1F	18	-6	.	.	-1	-3	?	5	0.2	.
26	COC(=O)Cn1nc(-c2ccccc2)n(-c2ccccc2)c1=S	30	-3	3	-60	13	-5	-4	1	-33	4
27	C/C(=N\NC(=O)C(=O)Nc1cccc(Cl)c1)c1ccncc1	13	1	-3	-50	2	-6	2	-24	-0.2	2
28	CC(=O)c1cccc(NC(=S)Nc2ccc(F)cc2)c1	25	-14	5	-48	14	12	-11	6	1.7	-5
29	CCOC(=O)c1ccc(NC(=O)NC2CC3CCC(C2)N3C(=S)NC)cc1 (stereo not drawn)	-5	-2	1	-14	21	0	1	2	-0.3	-3
30	O=C(c1ccco1)N1CCN(C(c2ccccn2)c2nnnn2C2CCCC2)CC1 (stereo not drawn)	6	9	-4	2	2	7	-3	-7	-0.1	5
31	COc1ccc(Cl)cc1NC(=O)CN(C)C(=O)COc1ccccc1F	41	-5	6	-11	-8	-7	0	3	-0.1	-1
32	NC(=O)C1=C[C@H](c2ccc(Br)cc2)C[C@H](OCc2ccc(CO)cc2)O1	8	-48	3	-52	2	20	2	1	2.1	7
33	COc1cc(C2c3sc(=O)[nH]c3SC3C4CCC(C4)C23)ccc1O (stereo not drawn)	5	11	-1	-4	-4	-6	1	-4	-0.3	-3
34	CCN1CCN(CC(=O)c2c[nH]c3ccc(C)cc23)CC1	-1	-5	-1	-20	18	-9	5	1	-0.5	2
35	COc1ccc2c(c1)C(=O)N(c1ccccc1C)C(=O)C2(C)C	6	10	-1	-21	-2	-5	-11	2	-0.2	-1
36	COc1ccc(-c2csc(NC(=O)c3ccc(C(C)(C)C)cc3)c2C(=O)O)cc1	13	?	.	.	6	-2	-7	8	1.2	.
37	CN(CC(=O)NNC(=O)Cc1ccccc1F)S(=O)(=O)c1ccc(Cl)cc1	12	8	.	.	1	-3	.	8	-0.1	.
38	CCOc1cc(C2C(C(=O)O)c3cc(OCC)c(OCC)cc3C(=O)N2C)ccc1O (stereo not drawn)	16	12	-3	-4	-4	4	0	0	-0.5	-1
39	COc1ccc(C(=O)N/N=C/c2ccc(OC)c(CN3CCc4cc(OC)c(OC)cc4C3C)c2)cc1 (stereo not drawn)	36	5	-4	4	-1	5	16	5	0.6	4
40	O=C(CN1CCN(c2ccccc2)CC1)Nc1ccccc1C(F)(F)F	15	4	-1	-23	0	-1	15	22	-0.2	0
41	Cc1ccc(S(=O)(=O)N2CCC(C(=O)NNS(=O)(=O)c3ccc(Cl)cc3)CC2)cc1	25	11	-4	-48	9	-3	0	0	-0.2	-1
42	NC1=NC2=C(CCCC2)C2(CCCCC2)S1	35	77*	13	9	17	2	-4	-1	-0.6	3
43	Cc1cc(NC(=O)COC(=O)c2cccc(O)c2)no1	7	-17	-6	-33	3	-1	4	-1	-0.1	-5
44	COc1ccc(OC)c(NC(=O)NCCc2cccc(Cl)c2)c1	23	-8	3	-35	-7	7	-20	-2	-3.2	3
45	CCOc1ccc(NC(=O)CN(C)C(=O)c2cccnc2Sc2ccc(Cl)cc2)cc1OCC	-3	4	.	.	7	9	7	-4	-2.3	.
46	Cc1cc(C(=O)NCCCC(=O)O)c(C)o1	23	14	8	-11	5	-3	5	-3	0.1	2
47	COc1cc(C(=O)Nc2ccc3c(c2)N(C(=O)CN2CCN(C)CC2)c2ccccc2CC3)cc(OC)c1OC	15	-15	6	4	14	11	-3	11	-0.1	4
48	O=C(O)Cc1cn(Cc2cccc(Cl)c2)c2ccccc12	13	13	-5	7	-9	-4	-2	6	0.2	2
49	Cc1cc(F)ccc1NC(=O)C1CCN(C(=O)Nc2ccccc2)CC1	7	-8	.	.	-1	2	.	8	-0.1	.
50	Cc1ccccc1C(=O)NC1CCN(CC(=O)Nc2nccs2)CC1	21	10	-7	-14	40	0	-1	0	-0.4	2
51	CCN(C(=O)CSc1nc(-c2ccccc2)c(-c2ccccc2)[nH]1)C1CCS(=O)(=O)C1 (stereo not drawn)	8	15	-4	-11	-2	-2	-7	2	-0.5	2
52	COCCOC(=O)c1nccnc1C(=O)Nc1ccc(S(=O)(=O)N2CCOCC2)cc1	19	-28	0	-1	-4	5	-13	9	0.0	-4
53	CCOCC(=O)Nc1cc(C(F)(F)F)ccc1Oc1cccc(Br)c1	16	21	6	-15	21	5	-1	-13	0.5	-1
54	CC1CCN(S(=O)(=O)c2ccc3c(c2)N(CC(=O)NCc2cccnc2)C(=O)CS3)CC1	15	-10	-6	-8	5	3	1	-5	-0.5	4
55	Cc1ccc(NS(=O)(=O)c2c(C)[nH]c(=O)[nH]c2=O)cc1C	11	4	2	-32	-3	0	0	-11	-0.1	3
56	COc1ccc(C)cc1NC(=O)NC(C)c1ccncc1 (stereo not drawn)	1	-4	8	-25	1	4	5	1	0.2	2
57	COc1ccccc1CCNS(=O)(=O)CCNC(=O)c1ccccc1	15	6	.	.	-6	3	1	11	-0.1	.
58	Cc1ccc(NC(=S)N(CCCN2CCCC2)Cc2cccn2Cc2ccc(Cl)cc2)cc1Cl	8	0	-3	-41	11	15	12	4	1.6	1
59	COc1ccccc1NC(=O)c1cccs1	26	-22	-2	-7	15	11	2	0	0.1	-1
60	COc1cc(OC)c(-c2nc3c[n+](CC(=O)c4ccccc4)ccc3n2C)cc1OC	5	16	-4	-6	0	-2	0	-1	0.1	2

The listing continues.
No.	structure	AI-2 QS modul	aSyn UTR inh	IEC-6 tox	KLF5 inhibitor	HSF-1 act	HSF1 inh	HDAC3 inhib	Platelet DG rel	HIF activator	HSP90 refold inh
61	CC(C)(C)C(=O)N1CCN(c2c(Cl)cccc2[N+](=O)[O-])CC1	6	12	3	2	18	-7	?	-2	-21	0
62	CCOc1ccccc1N(CC(=O)N1CCC(C)CC1)S(=O)(=O)c1ccc(C)cc1	-15	2	-4	-2	-6	2	-5	-2	0.0	9
63	CC(=O)/C(=N\Nc1ccc(C)cc1)Sc1nncn1C	25	-29	-3	-8	-1	-4	0	-2	-0.1	3
64	Cc1ccc(NC(=O)CNCc2cccs2)cc1Br	-76*	-85	-4	-28	7	12	-3	6	3.4	-3
65	S=C(NCc1ccccc1)NCc1ccccn1	4	0	0	3	15	2	2	-14	-0.3	-2
66	CC1=C(C(N)=O)C(c2ccc(Br)cc2)n2ncnc2N1 (stereo not drawn)	18	0	3	-20	9	-4	5	4	0.5	5
67	O=C(CCN1CCN(C/C=C/c2ccccc2)CC1)Nc1ccccc1	21	4	0	15	-1	-4	2	-5	0.1	3
68	O=C(c1cc2ccccc2[nH]1)N(Cc1cccnc1)CC1CCCN(C2CCCCC2)C1 (stereo not drawn)	25	10	2	4	21	7	1	19	1.3	-4
69	COc1ccccc1CNC(=O)C1CCCN(S(=O)(=O)c2c(C)[nH]c(=O)[nH]c2=O)C1 (stereo not drawn)	13	13	0	-7	16	-3	2	-19	0.0	-2
70	CCc1c(C)nc2ncnn2c1NCc1cccs1	10	5	-4	-26	7	-2	1	-6	-0.2	2
71	Cc1ccc(C(=O)C2CCN(CC(=O)Nc3nc(C)cs3)CC2)cc1	7	20	1	-21	8	1	0	3	.	-2
72	O=[N+]([O-])c1ccc(Cc2nnc(-c3ccccc3Cl)o2)cc1	15	-172	-4	-94	-8	6	2	2	1.8	1
73	C[C@H](OC(=O)N1CCN(C(c2ccccc2)c2ccccc2)CC1)[C@@H]1O[C@@]2(C)CCC[C@H]1O2	35	24	.	.	-3	-1	7	-1	0.1	.

Rows are unselected; overall some 5% were active at least once.
